GC-B act – GC-B (human) receptor activation; HEK293-GC-B cells, CNP EC30, cGMP TR-FRET; 0% at EC30 CNP, 100% saturating CNP; AID 1920062; activation, % at 10 µM; 370,000 compounds, 0.11% hits;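 active means activation at 10 µM reaching about 35% in either raw or pattern-adjusted values, limit read from the data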
rCAG RNA binder – r(CAG) repeat RNA binding | TO-PRO-1 dye displacement fluorescence | inhibition, % at 3 µM | 370,000 compounds, 1.3% hits | AID 651821;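 active means inhibition above the plate cutoff, the mean of all test compounds on that plate plus 3 SD, cut at about 35% in these data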;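 further: 0% = DMSO alone and 100% = 100 µM mitoxantrone as full dye displacement; higher means more dye released from RNA so lower well fluorescence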
PRMT1 FP inh – inhibitors of human PRMT1 | Q99873 | recombinant PRMT1, activity-based probe fluorescence polarization | inhibition, % at 2.79 µM | 370,000 compounds, 1.3% hits;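 active means inhibition above about 21% made by adding two undisclosed values, limit read from the data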
TDP2 inh – TDP2 (human) inhibition, absorbance primary screen; recombinant TDP2, T5PNP hydrolysis, p-nitrophenol absorbance 415 nm; inhibition, % at 12.8 µM; 370,000 compounds, 0.34% hits; AID 720702;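 active means inhibition above the mean of all tested compounds plus 3 SD, set per campaign, cut at about 25% in these data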;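 further: 0% = DMSO with enzyme and 100% = buffer with substrate but no TDP2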
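System: recombinant human TDP2 / Amount: 120 nM TDP2 per well / Also added: 5 mM T5PNP chromogenic substrate / Doses: 12.8 µM single point, 1% DMSO / Incubation: 2 h at 37 °C / Detection: p-Nitrophenol epi absorbance / Evaluation: % inhibition relative to enzyme-containing and enzyme-free wells / Repeats: singlicate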
HTRA1 inhibitor – blocks human HTRA1 serine peptidase; Q92743; recombinant HTRA1, FP-rhodamine activity-based probe, fluorescence polarization; inhibition, % at 5.96 µM; 340,000 compounds, 0.5% hits; in the data active means inhibition above about 36%;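 further: 0% = enzyme with DMSO and 100% = wells lacking enzyme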
Target sequence (Q92743 whole entry, looked up): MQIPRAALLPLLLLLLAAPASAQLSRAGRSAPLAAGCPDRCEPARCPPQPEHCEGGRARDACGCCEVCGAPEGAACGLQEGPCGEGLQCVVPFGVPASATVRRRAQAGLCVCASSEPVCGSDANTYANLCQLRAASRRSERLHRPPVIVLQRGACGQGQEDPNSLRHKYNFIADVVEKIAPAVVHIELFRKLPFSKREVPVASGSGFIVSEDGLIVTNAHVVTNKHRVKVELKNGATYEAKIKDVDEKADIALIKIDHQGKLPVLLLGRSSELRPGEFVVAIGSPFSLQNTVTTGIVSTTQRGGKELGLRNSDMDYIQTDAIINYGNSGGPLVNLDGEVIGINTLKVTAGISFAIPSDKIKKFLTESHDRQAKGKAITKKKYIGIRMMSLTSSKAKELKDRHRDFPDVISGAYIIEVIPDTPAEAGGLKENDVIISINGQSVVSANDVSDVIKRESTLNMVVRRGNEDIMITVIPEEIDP
LEDGF integ inh – blocks HIV-1 LEDGF/p75-dependent DNA integration; TR-FRET IN-LEDGF/p75 DNA integration, Eu/Cy5; inhibition, % at 3.7 µM; 370,000 compounds, 0.64% hits;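 active means inhibition above the screen-wide mean plus 3 SD, cut at about 13% in these data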;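 further: signal is the Cy5 over europium emission ratio at 671 and 618 nm; 0% = plate median of compound wells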
SIAE inh – blocks human sialic acid acetylesterase | inhibition, % at 9.66 µM | 370,000 compounds, 0.69% hits | Q9HAT2 | SIAE FP-Rh probe binding, fluorescence polarization;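 active means inhibition above a cutoff: mean of compounds within the control limits plus 3 SD of those, cut at about 17% in these data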;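 further: 0% = plate median of compound wells and 100% = probe without SIAE protein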
Target sequence (Q9HAT2 whole entry, looked up): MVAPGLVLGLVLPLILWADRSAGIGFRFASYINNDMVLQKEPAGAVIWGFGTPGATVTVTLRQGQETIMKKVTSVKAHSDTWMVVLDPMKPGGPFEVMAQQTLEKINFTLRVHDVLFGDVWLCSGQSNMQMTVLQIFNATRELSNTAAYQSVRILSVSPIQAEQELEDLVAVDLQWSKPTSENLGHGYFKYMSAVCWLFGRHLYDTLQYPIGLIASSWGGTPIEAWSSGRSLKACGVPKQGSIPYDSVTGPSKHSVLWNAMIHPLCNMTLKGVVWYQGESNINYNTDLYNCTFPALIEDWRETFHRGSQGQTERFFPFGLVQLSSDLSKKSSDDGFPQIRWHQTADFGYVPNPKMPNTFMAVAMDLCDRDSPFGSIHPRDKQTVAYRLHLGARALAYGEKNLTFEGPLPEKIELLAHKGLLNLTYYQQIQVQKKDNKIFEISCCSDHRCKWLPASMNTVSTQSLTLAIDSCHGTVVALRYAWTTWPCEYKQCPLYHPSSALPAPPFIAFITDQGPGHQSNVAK
mABHD4 FP – inhibits mouse alpha/beta hydrolase domain 4 | Q8VD66 | purified mABHD4, FP-Rh probe fluorescence polarization | inhibition, % at 8.92 µM | 370,000 compounds, 0.54% hits;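 active means inhibition exceeding the mean over every tested compound plus 3 SD, cut at about 30% in these data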;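 further: 0% = plate median of compound wells and 100% = S159A mutant with DMSO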
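Material: mouse ABHD4 enzyme, wild type; Benchmarks: S159A mutant high control, sample median low control; Buffer or medium: HEPES pH 7.0, NaCl, Pluronic buffer; Signal: fluorescence polarization; Read-out: percent inhibition of probe binding, normalized to plate controls; Timing: pre-incubation 45 min, probe exposure 60 min, at 25 °C; Dosing: 8.92 µM, single dose.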
TCR CD3 inh – human TCR-CD3 binding inhibition; inhibition, % at 9.4 µM; TAMRA-labeled TCR probe fluorescence, biochemical; 360,000 compounds, 0.37% hits; AID 651800; in the data active means inhibition above about 19%;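 further: recombinant mutant TCR 2C K166C tagged with TAMRA read by polarization; 0% = receptor in buffer alone and 100% = receptor with positive control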
MBD2 DNA inh – inhibitors of human MBD2 binding to methylated oligonucleotide; AID 686964; 370,000 compounds, 0.31% hits; inhibition, % at 4.4 µM; TR-FRET; Q9UBB5; in the data active means inhibition above about 13%
* marks the source's active call; other numbers are inactive results; . = not tested or not shown. The list is partial; rates above refer to the full screens.

No.	molecule	GC-B act	rCAG RNA binder	PRMT1 FP inh	TDP2 inh	HTRA1 inhibitor	LEDGF integ inh	SIAE inh	mABHD4 FP	TCR CD3 inh	MBD2 DNA inh
1	Fc1ccccc1NC(=S)N(CCN1CCCCCC1)Cc1cccs1	1	-1	-4	13	3	0	-2	-2	0	-2
2	CCNc1nc(Oc2ccc(C#N)cc2)cc(C(F)(F)F)n1	4	-6	0	8	-3	-1	3	-5	-6	1
3	Cc1ccccc1N1CC(C(=O)Nc2nnc(SCCN3CCOCC3)s2)CC1=O (centres undefined)	-1	7	-1	6	-19	0	-3	-2	3	-1
4	CCOC(=O)Cn1c(CCC(=O)O)ccc1-c1ccc(F)cc1	0	9	3	-3	-7	2	2	-1	-10	-3
5	Cc1cc(C)c(NC(=O)CSc2nnnn2-c2cccnc2)c(C)c1	-5	-3	2	0	6	-3	5	-1	-6	3
6	COCc1cc(C)nc2sc(C(=O)Nc3ccccc3OC)c(N)c12	-11	3	2	8	-12	-8	5	10	4	0
7	CC1CCc2nc(N)c(C#N)c(-c3cccnc3)c2C1 (centres undefined)	-10	2	3	-1	-2	-6	-4	7	-2	-3
8	CC1(C)CC(=O)C(C=NCCN2CCN(C(=O)CCl)CC2)=C(O)C1	4	1	-6	-1	5	2	0	-2	4	-11
9	CCc1ccc(CN(C(=O)COc2c(C)cccc2C)C2CCS(=O)(=O)C2)cc1 (centres undefined)	-11	-5	4	-6	-5	3	7	-13	-2	6
10	O=C(/C=C/c1ccc2c(c1)OCO2)N1CCN(c2n[nH]c(=O)[nH]c2=O)CC1	-3	3	-2	5	3	0	1	-1	-5	-4
11	C#CCN(C[C@@H]1[C@@H](OC(=O)NCc2ccco2)[C@@H](OC(=O)NCc2ccco2)Cn2c(=O)ccc(=O)n21)S(=O)(=O)c1ccc(C)cc1	2	7	-2	9	-18	-2	0	3	1	2
12	COc1ccc(Oc2nc(C(F)(F)F)nc3ccccc23)cc1	-3	-2	-1	-19	-3	5	-1	-14	-8	-2
13	CCCCNC(=O)CNC(=O)c1nn(-c2ccc(OC)cc2OC)c(=O)c2ccccc12	1	0	-1	3	0	-2	-4	3	7	1
14	O=C(/C=C/c1ccccc1)Nc1ccc(N2CCCCC2)cc1	3	2	4	4	4	0	5	2	1	-6
15	O=C(O)c1ccc(N2C(=O)c3[nH]nc(-c4ccccc4)c3C2c2ccccc2)cc1 (centres undefined)	.	17	2	13	-6	2	-5	-25	-5	0
16	O=C(CCNC(=O)c1ccccc1)Nc1ccc(S(=O)(=O)Nc2ncccn2)cc1	0	1	6	6	7	1	2	4	3	2
17	C[C@H](CO)N1C[C@H](C)[C@@H](CN(C)Cc2ccc(C(=O)O)cc2)OCc2cnnn2CCCC1=O	0	0	-4	3	1	0	3	1	3	-2
18	Cc1cc(NC(=O)CN2CCN(C)CC2)no1	2	1	-2	-1	1	1	-2	7	-3	-1
19	CC(NC(=O)CCl)c1ccc(Cl)c(Cl)c1 (centres undefined)	4	1	0	-3	4	0	0	-2	3	1
20	CC1CCCCC12NC(=O)N(CC(=O)NCc1cccs1)C2=O (centres undefined)	-3	1	0	-2	3	-2	2	-5	0	3
21	N/C(=N\OC(=O)c1ccco1)c1ccccn1	-6	0	-2	0	-2	-1	1	5	2	0
22	Cc1cnc(C(=O)N2CCN(S(=O)(=O)c3cccc(Br)c3)CC2)cn1	3	1	-1	5	2	4	10	-4	3	1
23	Cn1c(=O)cc(N2CCOCC2)[nH]c1=O	-1	1	3	10	-2	3	-2	4	6	2
24	CCc1nc(N2CCN(C(=O)c3ccco3)CC2)c2c3c(sc2n1)CCCC3	0	-5	0	-5	-15	-2	-4	0	7	1
25	O=C1c2ccccc2C(=O)N1Cc1cc(-c2ccc(Cl)cc2)no1	-14	0	-2	3	-7	2	-3	2	1	-6
26	CCOc1ccc(-c2nnn(CC(=O)NCc3ccc(OC)cc3)n2)cc1OCC	-4	-3	2	-10	0	-3	-6	1	2	6
27	COc1ccc(-c2nn(C)c(=O)c3ccccc23)cc1NC(=O)Cn1nc(C)c2ccccc2c1=O	2	11	0	12	-11	0	-27	7	-6	-1
28	CCOC(=O)c1cc(-c2ccc(F)cc2)n(CC(=O)NCc2cccnc2)c1C	2	-4	28*	2	1	3	-11	3	0	3
29	CC(C)OCCCn1c(=O)c2ccccc2n2c(CCC(=O)O)nnc12	1	3	-1	10	12	1	6	7	-1	3
30	O=C(Cn1c(C(F)(F)F)nc2ccccc21)c1ccc(F)cc1	1	-6	-1	11	-11	-1	9	-3	2	2
31	CN1CCCC1CCNc1ccc2c(=O)c3ccccc3oc2c1 (centres undefined)	-1	3	-5	0	0	-1	8	1	-1	3
32	Oc1ccc(N2CCN(c3ncnc4sc(-c5ccccc5)cc34)CC2)cc1	-1	15	32*	-19	20	1	6	27	-3	-3
33	O=C(NCCN1C(=O)S/C(=C\c2ccc(Cl)c(Cl)c2)C1=O)C1COc2ccccc2O1 (centres undefined)	1	2	-7	-12	-13	4	-10	1	-2	1
34	NC(=O)CC(NC(=O)c1ccccc1)c1ccc(N2CCC(N3CCCC3)CC2)c([N+](=O)[O-])c1 (centres undefined)	7	7	4	-10	5	3	0	-9	-4	-6
35	O=C(c1ccoc1)N1CCN(c2cc(-c3ccccc3)nc3cc(-c4ccccc4)nn23)CC1	1	13	-2	-9	-79	2	-12	-9	7	3
36	COc1ccc(CCN2C(=O)NC(NC(C)=O)(C(F)(F)F)C2=O)cc1OC (centres undefined)	-2	-2	1	10	-1	-5	1	2	11	2
37	Cc1ccc(C(C)C)c(OCCn2ccnc2C)c1	0	-6	-4	18	3	4	2	9	3	-1
38	COC(=O)C1CCN(C(=O)COC(=O)CSc2ccc(C(N)=O)cc2[N+](=O)[O-])CC1	-3	0	0	-8	3	1	3	-1	-9	2
39	O=C(c1ccc(Cl)cc1)N1CCN(c2cc(=O)[nH]nc2-c2ccccc2)CC1	-8	-6	-2	6	-3	-1	1	-1	0	-4
40	Nn1c(Cc2ccccc2)nnc1Cc1ccccc1	5	3	1	10	3	0	2	-2	4	2
41	O=c1c2ccccc2oc2ccc(Oc3ccccc3)cc12	-5	-1	0	-6	-15	0	-6	-4	-4	-3
42	COc1ccc(-c2csc(N)n2)cc1	0	-2	4	5	1	-6	3	8	0	-3
43	Brc1ccc(-c2csc(N/N=C/c3ccc4c(c3)OCO4)n2)cc1	0	19	6	0	4	-3	7	11	-2	1
44	O=C(COc1ccc(F)cc1Br)Nc1ccccc1N1CCCC1	-2	1	1	2	1	-3	3	1	-7	0
45	S=C1NC2=C(CCCC2=C2SCCS2)C(c2ccccc2)N1 (centres undefined)	7	12	9	-12	-44	1	-9	-10	-3	-1
46	COCCNC(=O)C(c1ccc(C)o1)N(Cc1ccc(OC)cc1)C(=O)Cn1nnc2ccccc21 (centres undefined)	-9	-2	-3	8	0	-1	0	5	3	3
47	Cc1ccc(-n2ncc3c(Nc4cccc(C(=O)O)c4)ncnc32)cc1	-5	41*	-2	-12	-8	2	-21	-14	4	0
48	CCSc1nnc(NC(=O)CCc2ccc(OC)cc2)s1	0	2	-2	-20	-8	3	-17	-5	7	1
49	OCCC1CN(Cc2cnc(-c3ccccc3)s2)CCN1Cc1ccccc1 (centres undefined)	4	-7	-3	14	-5	6	9	-5	1	-3
50	O=C(NCc1ccccn1)Nc1ccc(F)cc1	3	0	-3	4	-1	0	5	-10	-4	4
51	COc1ccc(/C=C2\Oc3cc(OCC(=O)N4CCC(C(=O)O)CC4)ccc3C2=O)c(OC)c1OC	-7	22	-3	-5	-1	0	3	-22	15	-7
52	Cc1csc(NC(=O)c2cc3ccccc3o2)n1	2	6	0	3	-12	-1	-3	3	7	0
53	Cc1cc(C(=O)Nc2cc(C(F)(F)F)ccc2N2CCOCC2)no1	1	-5	-2	-3	11	-2	-10	-1	8	0
54	O=C(OCc1ccccc1)N1CCC2CC1c1cc(/C=C/CCCSc3ncccn3)ccc12 (centres undefined)	8	3	-1	6	-35	-2	7	-1	-2	7

A different layout for part of the listing above.
(41) O=c1c2ccccc2oc2ccc(Oc3ccccc3)cc12
(42) COc1ccc(-c2csc(N)n2)cc1
(43) Brc1ccc(-c2csc(N/N=C/c3ccc4c(c3)OCO4)n2)cc1
(44) O=C(COc1ccc(F)cc1Br)Nc1ccccc1N1CCCC1
(45) S=C1NC2=C(CCCC2=C2SCCS2)C(c2ccccc2)N1 (centres undefined)
(46) COCCNC(=O)C(c1ccc(C)o1)N(Cc1ccc(OC)cc1)C(=O)Cn1nnc2ccccc21 (centres undefined)
(47) Cc1ccc(-n2ncc3c(Nc4cccc(C(=O)O)c4)ncnc32)cc1
(48) CCSc1nnc(NC(=O)CCc2ccc(OC)cc2)s1
(49) OCCC1CN(Cc2cnc(-c3ccccc3)s2)CCN1Cc1ccccc1 (centres undefined)
(50) O=C(NCc1ccccn1)Nc1ccc(F)cc1
(51) COc1ccc(/C=C2\Oc3cc(OCC(=O)N4CCC(C(=O)O)CC4)ccc3C2=O)c(OC)c1OC
(52) Cc1csc(NC(=O)c2cc3ccccc3o2)n1
screen / no.	41	42	43	44	45	46	47	48	49	50	51	52
GC-B act	-5	0	0	-2	7	-9	-5	0	4	3	-7	2
rCAG RNA binder	-1	-2	19	1	12	-2	41*	2	-7	0	22	6
PRMT1 FP inh	0	4	6	1	9	-3	-2	-2	-3	-3	-3	0
TDP2 inh	-6	5	0	2	-12	8	-12	-20	14	4	-5	3
HTRA1 inhibitor	-15	1	4	1	-44	0	-8	-8	-5	-1	-1	-12
LEDGF integ inh	0	-6	-3	-3	1	-1	2	3	6	0	0	-1
SIAE inh	-6	3	7	3	-9	0	-21	-17	9	5	3	-3
mABHD4 FP	-4	8	11	1	-10	5	-14	-5	-5	-10	-22	3
TCR CD3 inh	-4	0	-2	-7	-3	3	4	7	1	-4	15	7
MBD2 DNA inh	-3	-3	1	0	-1	3	0	1	-3	4	-7	0

(53) Cc1cc(C(=O)Nc2cc(C(F)(F)F)ccc2N2CCOCC2)no1
screen / no.	53
GC-B act	1
rCAG RNA binder	-5
PRMT1 FP inh	-2
TDP2 inh	-3
HTRA1 inhibitor	11
LEDGF integ inh	-2
SIAE inh	-10
mABHD4 FP	-1
TCR CD3 inh	8
MBD2 DNA inh	0

Screening data deposited in PubChem BioAssay by several laboratories.
